From PubChem BioAssay
HTR5A ag – HTR5A agonists in luminescence cell assay, primary screen, counter-screen for OPRM1-OPRD1 heterodimer agonist project, full-deck HTS; 0.61% of 340,000 active; cell-based; activation, % at 9.3 µM; 5-hydroxytryptamine receptor 5A (Homo sapiens), P47898; in the data active = activation mostly above about 9.5%, no sharp cut-off; inactive = mostly below about 7.6%;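 also: 0% = cells with vehicle only and 100% = reference agonist; strong numbers were not always called active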
AddAB inh – growth inhibition of E. coli expressing H. pylori AddAB, primary screen, AddAB inhibitor project, absorbance; AID 435030, 2010; inhibition, % at 11.9 µM; 0.29% of 330,000 active; in the data active = inhibition above about 12%;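 also: 0% = vehicle wells of infected cells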
Mot1-301 SUMO – yeast Mot1-301 growth rescue at high temperature, primary screen, SUMOylation pathway inhibitor project, S. cerevisiae, ATP luminescence, 38.5C; AID 2716, 2010; 1% of 320,000 active; S. cerevisiae Mot1-301 growth rescue; percent above DMSO median, 100 means doubled; growth rescue, % at 18.8 µM;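 active = every valid replicate shows activation above 250% relative to neutral control wells; inactive = the rest, any valid replicate at or below 250%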;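 also: OY570 slx delta 5 strain wells were the positive control but not used for scaling; some compounds called inactive have numbers as strong as hits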
PKA-R1A act – activators of PKA-R1A holoenzyme, primary screen, biochemical, fluorescence polarization, Cy5-IP20, bovine R1A, mouse PKAc. PKA-R1A dissociation; scaled: DMSO 0%, 113 µM cGMP 100%. cAMP-dependent protein kinase type I-alpha regulatory subunit (Bos taurus) + …. 0.083% of 340,000 active. activation, % at 11.4 µM;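 active = percent activation above the mean of all tested compounds plus 3 SD, cut at about 19% in these data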;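 also: higher means more PKAc released from R1A so a rise in polarization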
OPRM1-OPRD1 ag – agonists of OPRM1-OPRD1 heterodimerization, primary screen, cell-based, luminescence; Mu-type opioid receptor (Homo sapiens) + Delta-type opioid receptor (Homo sapiens), …; cells; activation, % at 9.3 µM; 0.3% of 340,000 active; in the data active = activation above about 18%;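 also: 0% = vehicle-treated cells and 100% = reference agonist; values of inactives mirror those of a sister screen read the other way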
Target sequence (P35372 whole entry, looked up): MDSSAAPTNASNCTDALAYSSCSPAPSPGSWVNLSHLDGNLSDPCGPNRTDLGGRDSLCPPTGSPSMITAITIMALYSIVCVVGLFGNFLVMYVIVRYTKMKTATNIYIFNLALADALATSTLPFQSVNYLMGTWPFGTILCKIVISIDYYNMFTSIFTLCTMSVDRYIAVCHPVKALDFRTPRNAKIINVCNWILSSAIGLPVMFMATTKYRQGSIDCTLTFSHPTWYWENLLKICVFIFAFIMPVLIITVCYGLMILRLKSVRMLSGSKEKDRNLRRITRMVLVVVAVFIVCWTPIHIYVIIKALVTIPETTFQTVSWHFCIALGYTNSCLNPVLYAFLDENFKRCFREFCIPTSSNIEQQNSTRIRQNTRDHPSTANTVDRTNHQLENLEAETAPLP
Target sequence (P41143 whole entry, looked up): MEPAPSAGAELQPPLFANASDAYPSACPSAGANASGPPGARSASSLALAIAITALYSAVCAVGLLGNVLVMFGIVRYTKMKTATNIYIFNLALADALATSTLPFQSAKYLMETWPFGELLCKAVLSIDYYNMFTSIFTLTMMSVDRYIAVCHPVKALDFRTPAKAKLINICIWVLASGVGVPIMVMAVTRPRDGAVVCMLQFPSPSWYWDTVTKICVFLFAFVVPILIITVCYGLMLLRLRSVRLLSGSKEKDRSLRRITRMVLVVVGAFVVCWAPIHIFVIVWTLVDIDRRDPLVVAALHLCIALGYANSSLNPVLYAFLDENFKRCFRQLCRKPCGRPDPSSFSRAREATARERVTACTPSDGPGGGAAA
PfHsp90 set2 – growth inhibition of PfHsp90-expressing yeast, primary screen, antimalarial PfHsp90 inhibitor project, S. cerevisiae, BacTiter-Glo luminescence, single point, set 2. inhibition, % at 9.4 µM. 0.32% of 310,000 active. BacTiter-Glo ATP, 48 h; yeast lacking PDR1 and PDR3 efflux regulators;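 active = every replicate shows inhibition above about 80%, whatever the replicate mean, limit read from the data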;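 also: 0% = DMSO neutral controls and 100% = 20 µM radicicol positive controls; yeast relying on Plasmodium falciparum Hsp90 in place of its own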
Pemphigus Ab inh – inhibitors of pemphigus antibody binding to DSG3, primary screen, biochemical, bead-based, flow cytometry, scFv-GFP; binding (percent of control), % at 10 µM; DSG3-coupled beads, scFv-anti-DSG3-GFP binding; stronger effect = lower value; 0.48% of 310,000 active; Desmoglein-3 (Homo sapiens), P32926; AID 588358, 2011;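 active = binding more than 3 SD below its plate's average and above zero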;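 also: hits lower antibody fragment binding to DSG3; some compounds called inactive have numbers as strong as hits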
HTR5A inv ag – HTR5A inverse agonists in luminescence cell assay, primary screen, counter-screen for OPRM1-OPRD1 heterodimer inverse agonist project, full-deck HTS. HTR5A cell line, inverse agonism. 5-hydroxytryptamine receptor 5A (Homo sapiens), P47898. 0.083% of 340,000 active. inhibition, % at 9.3 µM; in the data active = inhibition mostly above about 23%, no sharp cut-off; inactive = mostly below about 18%;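 also: 0% = cells with DMSO and 100% = no-cell wells with DMSO; some compounds called inactive have numbers as strong as hits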
OPRM1-OPRD1 inv – inverse agonists of MOR-DOR heterodimerization, primary screen, cell-based, luminescence | cell-based MOR-DOR heterodimer luminescence, inverse agonism | inhibition, % at 9.3 µM | 0.21% of 340,000 active | AID 504357, 2011; in the data active = inhibition above about 22%, passing the limit was not always enough;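 also: 0% = cells with DMSO and 100% = wells without cells with DMSO; values of inactives mirror those of a sister screen read the other way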
phage Ecoli inh – growth loss of phage-infected E. coli, primary screen, RecBCD inhibitor project, absorbance, with phage, HTS. inhibition, % at 11.9 µM. 0.26% of 360,000 active. AID 651602, 2012; in the data active = inhibition above about 11%
Ecoli viability – E. coli V3065 growth inhibition, primary screen, counter-screen for AddAB inhibitor project, absorbance, OD600; inhibition, % at 11.9 µM; 0.27% of 330,000 active; 18 h;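 active = inhibition above the campaign's mean inhibition across all tested compounds plus 3 SD, cut at about 9.9% in these data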;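 also: uninfected addAB+ strain grown without phage in ampicillin broth; 0% = DMSO wells and 100% = ciprofloxacin 0.95 µg/ml wells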
Active calls of the source: *; nt = no result given.

structure	OPRM1-OPRD1 ag	HTR5A ag	PKA-R1A act	Ecoli viability	PfHsp90 set2	Mot1-301 SUMO	Pemphigus Ab inh	HTR5A inv ag	phage Ecoli inh	AddAB inh	OPRM1-OPRD1 inv
O=C(CNC(=O)c1ccc(Cl)cc1)OCC(=O)c1ccccc1	-2.6	-2	4	2.5	22	283	114	6	0.1	3.4	13
Cc1ccc(S(=O)(=O)n2cnc(C)c2)cc1	-0.5	11	20*	-0.6	-8	-18	98	-41	-0.9	3.7	2
Nc1ccc(Cl)c(-c2nc3ncccc3o2)c1	-2.1	0	-1	0.4	-9	11	113	4	2.1	0.8	12
CC(=O)c1ccc(NS(=O)(=O)c2cc(-c3cnc(C4CC4)o3)ccc2C)cc1	-2.4	4	12	0.0	-20	nt	83	6	2.0	4.0	13
Cc1ccc(NC(=S)Nc2cc(C(=O)O)ccc2N2CC3CC(C2)c2cccc(=O)n2C3)cc1C (stereo unspecified)	-0.5	8	2	2.2	4	2	98	-16	2.4	3.2	2
O=C(c1cccc(NS(=O)(=O)c2cccc(F)c2)c1)N1CCCC1	-2.6	-2	-6	nt	-7	nt	101	5	1.6	nt	13
O=C(N/N=C/c1ccncc1)c1ccc(NC(=O)c2ccc(Cl)cc2)cc1	-1.5	-3	11	0.7	24	-6	82	7	7.3	0.5	10
O=c1[nH]c(Cc2cccs2)nc2scc(-c3ccc(Cl)cc3)c12	7.4	6	-7	-1.3	9	1	95	10	-1.4	2.2	-39
Cc1cn(Cc2ccccc2)c(=O)[nH]c1=O	-1.7	7	-11	3.4	-5	-10	99	-19	0.5	2.1	9
COC(=O)Cc1ccc(NC(=S)NCc2ccc(F)cc2)cc1	-3.9	0	-11	-2.6	-13	8	129	2	4.2	2.7	21
Cc1cc(-c2csc(NC(=O)c3ccc(=O)n(C)n3)n2)c(C)n1CC1CCCO1 (stereo unspecified)	-1.1	2	0	-2.7	-19	-15	95	-4	nt	-0.8	6
CCOc1ccc(NC(=O)Nc2ccc(NC(C)=O)cc2)cc1	-3.6	-1	11	0.9	25	256	79	26	2.5	1.5	18
Cc1ccccc1NC(=O)COC(=O)C1(C)CC1(Cl)Cl (stereo unspecified)	-2.5	6	-20	1.7	3	0	101	-17	-0.8	1.5	14
Cc1ccc(NC(=O)CSc2n[nH]c(-c3ccco3)n2)c(C)c1	-3.3	-7	5	-1.9	-9	22	113	18	-1.5	0.5	16
Cc1cc(NC(=O)NC(C(F)(F)F)C(F)(F)F)no1	-2.2	-4	-10	1.7	nt	0	114	22	0.2	3.1	11
COc1cccc(C(=O)Nc2nnc(CCS(=O)(=O)c3ccc(C)cc3)s2)c1	-0.6	4	2	-1.5	8	-4	106	21	2.4	3.2	3
CNc1ncc(C(=O)c2ccc(Br)cc2)s1	-4.0	8	-8	nt	-2	nt	99	1	6.4	nt	19
CN1C(=O)c2oc3ccccc3c(=O)c2C1c1ccncc1 (stereo unspecified)	-1.8	2	-7	-1.3	21	-20	105	-5	nt	2.9	9
COc1cccc(C(c2ccccc2)N2C3CCC2CN(S(=O)(=O)c2ccc(F)cc2)CC3)c1 (stereo unspecified)	0.5	-10	5	3.3	nt	-3	104	24	3.5	0.1	-2
O=C(c1cc(S(=O)(=O)N2CCCCC2)ccc1N1CCOCC1)N1CCN(Cc2ccccc2)CC1	-1.4	3	-10	2.5	-8	40	96	7	2.7	-0.7	7

The listing continues:
structure	OPRM1-OPRD1 ag	HTR5A ag	PKA-R1A act	Ecoli viability	PfHsp90 set2	Mot1-301 SUMO	Pemphigus Ab inh	HTR5A inv ag	phage Ecoli inh	AddAB inh	OPRM1-OPRD1 inv
Cn1cccc1/C=C1\SC(=Nc2ccccc2)NC1=O	-2.4	0	4	0.2	2	6	109	-5	3.6	-3.3	12
CCN(CC)C(=O)c1ccc(-c2nnc(Nc3ccc(C(=O)NC)cc3)c3ccccc23)cc1	-3.9	0	-2	-1.3	-4	4	130	-1	-1.2	-0.7	19
CC(C)CC(N)c1cn([C@@H](CCC(=O)O)C(=O)N2CCNCC2)nn1 (stereo partly specified)	-1.2	6	8	1.0	-14	1	102	14	2.5	1.6	7
COC(=O)c1[nH]c2ccc(C)cc2c1NC(=O)C1=COCCO1	-5.9	2	1	-0.5	-3	-11	nt	-11	3.0	2.9	27
O=C(Nc1cccs1)Nc1c(F)cc(F)cc1Br	-1.2	1	-11	-0.4	-39	3	100	-2	4.0	0.9	7
C=C(C)CNC(=O)c1ccc(OC2CCN(S(=O)(=O)N(C)C)CC2)cc1	-1.3	2	-11	1.0	-31	-20	98	-6	0.2	1.0	7
O=C(CCC(=O)N1CCOCC1)NCc1cccc(C(F)(F)F)c1	-2.3	-3	-14	0.0	6	3	98	11	2.6	-0.3	12
Cc1ccc(NC(=O)COC(=O)CSC(=S)N2CCOCC2)cc1C	-1.0	-2	-16	0.6	10	-4	96	-15	3.0	5.1	6
CCN1C(=O)c2ccccc2Sc2ccc(C(=O)NCCN3CCOCC3)cc21	-0.1	6	2	-0.5	2	-2	96	-17	1.9	-2.0	1
COC(=O)c1ccn(Cc2ccccc2Cl)n1	0.2	0	0	nt	-37	nt	105	1	1.8	nt	-1
CCOC(=O)Cn1c(=O)c(-c2ccccc2NCc2ccccc2)nc2ccccc21	-1.5	-1	8	-0.4	-23	-11	94	-12	1.9	-0.6	8
COC(=O)c1[nH]c(C)c(/C(O)=C2\C(=O)C(=O)N(CCN(C)C)C2c2cccs2)c1C (stereo unspecified)	-1.2	-4	1	-0.2	10	7	101	21	0.0	0.0	6
CN(CC(=O)NCc1ccco1)CC(=O)Nc1ccc(F)c(F)c1F	-2.5	11*	-5	-1.0	-8	-24	112	-43	-0.1	-0.9	13
CCC(CO)Oc1cc(NCc2ccccc2O)c2ncn(C(C)C)c2c1 (stereo unspecified)	5.0	5	0	0.9	1	-12	103	-30	0.8	3.5	-23
CCc1c(C)nc(N)n2c(SCC(=O)N3CCCC(C)C3)nnc12 (stereo unspecified)	-1.0	4	-9	0.1	nt	-5	107	7	2.9	0.0	5
Cc1noc(C)c1S(=O)(=O)Nc1ccc(C(=O)O)cc1	-1.4	4	10	0.2	4	-3	104	-6	1.1	1.4	6
CCOC(=O)CNC(=O)CSc1nc(Cc2cccs2)nc2ccccc12	1.4	4	5	-1.7	-23	-5	114	-9	0.8	-0.1	-9
COc1ccc(C2C(C(=O)N3CCCCC3)c3ccccc3C(=O)N2C)cc1 (stereo unspecified)	-1.5	3	-15	0.7	nt	nt	nt	-4	-1.4	3.1	9
Cc1ccc(Nc2cc(C)nn2-c2nc(C)cc(=O)[nH]2)cc1	-9.3	-7	16	1.9	105*	22	98	-3	nt	2.0	55*
CCOC(=O)Cn1c(=O)cc(C)c2cccc(C)c21	11	0	-8	0.8	7	4	96	-1	4.1	0.6	-59

Other records.
structure	OPRM1-OPRD1 ag	HTR5A ag	PKA-R1A act	Ecoli viability	PfHsp90 set2	Mot1-301 SUMO	Pemphigus Ab inh	HTR5A inv ag	phage Ecoli inh	AddAB inh	OPRM1-OPRD1 inv
COc1cc(/C=N/NC(=O)C(N)=O)cc(OC)c1O	-2.0	0	11	-0.1	-13	nt	103	0	-1.1	0.8	11
Cn1ccc(NC(=O)c2ccc(Cl)cc2Cl)n1	-1.5	-4	-3	-1.8	11	5	98	10	-0.7	0.3	6
CCn1ccc(C(=O)Oc2ccc(C(C)C)cc2)n1	-0.9	-2	-10	-0.8	-13	-1	123	18	1.9	1.1	5
O=C(CSc1ccc2ccccc2n1)NCCC1=CCCCC1	5.9	-1	5	0.6	-13	10	101	1	2.7	0.5	-30
O=C(CSc1nnc(-c2ccco2)n1-c1ccccc1)N1CCN(C(=O)c2ccco2)CC1	0.0	-2	0	-0.1	4	65	61	10	2.4	-0.2	0
Cc1cc(C)nc(NC(=S)Nc2cccc(Cl)c2Cl)c1	1.7	5	-5	0.8	11	22	908	-13	3.1	-1.9	-9
O=C(COC(=O)c1ccc(O)cc1O)Nc1ncc(Cl)cc1Cl	-1.1	5	-4	2.3	21	-23	102	-12	2.8	1.0	7
Cc1ccccc1-n1c(C)nnc1SCc1cc(=O)oc2ccc3ccccc3c12	-1.5	-2	-6	-0.5	18	-5	98	-25	2.6	-0.5	8
O=C(COC(=O)C1(c2ccccc2)CC1)NNC(=O)c1ccccc1F	0.2	4	-16	1.6	-11	nt	108	-11	4.1	0.4	-2
CC(C)N1CCc2c(sc(NC(=O)c3ccc4ccccc4c3)c2C(N)=O)C1	3.4	18*	-1	-2.5	7	13	91	-27	2.7	-2.0	-17
O=C(COC(=O)CNC(=O)C1CCCCC1)NCc1ccc(Cl)cc1	-2.5	-1	0	-0.1	6	0	101	-2	4.8	3.9	9
Cc1ccccc1Cn1c2ccccc2c2cnn(CC(=O)NCc3ccco3)c(=O)c21	-2.0	6	-7	0.8	-9	-5	94	-17	0.8	0.3	11
Cn1c(=O)c2c(ncn2CC(=O)OCC(=O)c2ccc(Cl)cc2)n(C)c1=O	-3.3	0	-6	0.4	4	51	109	-1	4.6	0.2	18
COc1ccc([N+](=O)[O-])cc1NC(=O)COC(=O)/C=C/c1ccco1	-2.4	3	-1	0.0	-6	0	74	27	1.2	2.1	11
CC1CCCN(Cc2nc(Cc3ccccc3Cl)no2)C1 (stereo unspecified)	0.1	1	-14	2.9	12	-23	97	-3	-0.5	1.2	-1
COC(OC)c1ccnc(-c2ccc(OC(C)=O)cc2)n1	-2.1	-3	-4	1.0	18	-4	107	-10	2.0	0.2	11
CCOc1ccccc1N1CC(C(=O)Nc2ccc3c(c2)OCCO3)CC1=O (stereo unspecified)	-0.4	0	-6	-1.7	18	41	94	0	4.9	2.6	2
Cc1ccc(NC(=O)Cn2nc(-c3ccccc3Cl)ccc2=O)c(Br)c1	0.8	-4	-4	0.1	4	4	106	11	1.7	1.4	-4
CC(=O)c1ccc(NC(=S)NCCc2ccc(S(N)(=O)=O)cc2)cc1	0.4	1	-9	0.0	-39	-14	105	-3	2.2	0.6	-2
COCCn1nnnc1C(c1cc2cccc(C)c2[nH]c1=O)N1CCN(c2ccccc2F)CC1 (stereo unspecified)	-3.5	-4	-5	0.5	-13	-15	116	-6	0.2	2.7	14
O=C(CCNC(=O)c1ccc(Br)cc1)NCc1ccncc1	0.3	2	-2	-1.1	nt	-10	102	1	0.9	-2.0	-2
O=C(NCc1n[nH]c(=S)n1-c1ccccc1)c1cccs1	-3.7	1	7	1.5	1	-7	102	5	3.9	3.9	18
O=C(NCCS(=O)(=O)N1CCN(c2ccccc2)CC1)c1ccc(Br)o1	6.5	1	6	3.2	12	-14	102	-4	4.9	0.5	-41
